Assay outcomes as filed in PubChem.
TexasRed fluor – Texas Red fluorescence interference in TRb-SRC2 counter-screen. TRb/SRC2 Texas Red total fluorescence interference. Potency, µM (highest dose often 106 µM), inactives show at the highest dose fluorescence change, negative = quenching. hit rate 0.29% among 280,000. AID 1479; active = well fitted curve in either direction with a large enough effect; inconclusive = small, poorly fitted or top-dose-only effect
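Human TRβ ligand-binding domain (0.6 uM) and Texas Red SRC2 peptide (20 nM) in Tris buffer with 1 uM T3 and 5% DMSO were incubated with pinned compound for 5 hr at ambient temperature. Total fluorescence was computed as S + 2P (555/632 nm).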
aGlu spleen mod – lysosomal alpha-glucosidase (human) modulation. P10253. human spleen homogenate, 4-MU-alpha-glucoside fluorescence. Potency, µM (doses to about 79.9 µM), for the others: top-dose activity change, negative = inhibition, hits mostly inhibitors. hit rate 0.006% among 240,000;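 also: 0% = enzyme with vehicle and -100% = no enzyme basal signal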
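Compounds were titrated against alpha-glucosidase in spleen homogenate at pH 5.0, with 1 mM 4-methylumbelliferyl substrate for 40 min at 37 C. Reactions were quenched with pH 10 NaOH/glycine and fluorescence measured.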
RECQ1 helicase – blocks DNA unwinding by human RECQ1; RECQ1 DNA unwinding, red fluorescence kinetic read; Potency, µM (top dose mostly 57.3 µM), inactives show top-dose activity, negative = inhibition, usual class: inhibitors; hit rate 0.54% among 240,000; AID 2549;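 also: plate controls were vehicle for no effect and no enzyme for full effect; nearly all actives have a fitted effect of over 30% in size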
Target sequence (P46063 whole entry, looked up): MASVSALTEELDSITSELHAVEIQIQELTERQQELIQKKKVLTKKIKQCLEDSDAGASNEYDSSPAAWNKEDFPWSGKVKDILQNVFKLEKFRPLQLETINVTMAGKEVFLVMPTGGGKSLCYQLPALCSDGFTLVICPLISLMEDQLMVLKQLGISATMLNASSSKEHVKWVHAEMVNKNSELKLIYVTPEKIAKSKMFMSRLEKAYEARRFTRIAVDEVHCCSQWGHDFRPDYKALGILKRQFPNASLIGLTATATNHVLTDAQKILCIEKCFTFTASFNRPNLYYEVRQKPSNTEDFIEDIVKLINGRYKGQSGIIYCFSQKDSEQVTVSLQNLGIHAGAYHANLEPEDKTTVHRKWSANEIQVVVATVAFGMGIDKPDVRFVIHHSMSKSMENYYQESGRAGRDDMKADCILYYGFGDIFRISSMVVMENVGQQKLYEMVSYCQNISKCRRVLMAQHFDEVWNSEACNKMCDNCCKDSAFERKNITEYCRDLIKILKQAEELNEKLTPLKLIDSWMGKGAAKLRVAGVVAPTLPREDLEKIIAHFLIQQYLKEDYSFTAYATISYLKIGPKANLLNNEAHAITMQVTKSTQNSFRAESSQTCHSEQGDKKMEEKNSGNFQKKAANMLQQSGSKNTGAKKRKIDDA
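RECQ1T1 50 nM; forked duplex (20 bp + 30-nt ss tails) 200 nM, ATP 2 mM final; pH 8.0, 2 mM MgCl2, 2.5 ug/ml poly(dI-dC); 15 min compound preincubation; discontinuous kinetic read over 2 h at RT.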
GAA inh – inhibitors of human lysosomal alpha-glucosidase; purified human GAA, 4-MU-alpha-glucoside fluorescence; Potency, µM (titrated, usually from 76.9 µM), without a hit: at the highest dose activity change, negative = inhibition, hits mostly inhibitors; hit rate 0.005% among 200,000;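 also: plate controls were uninhibited enzyme wells for no effect and no-enzyme background for full effect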
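Fluorescence at Ex 365/Em 440 nm from 4-methylumbelliferone reported enzyme activity after 20 min at room temperature. Reactions used 4 nM enzyme and 400 uM substrate at pH 5.0; curves fitted with the Hill equation.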
GAA glycogen mod – inhibitors or activators of human alpha-glucosidase glycogen cleavage; hit rate 0.38% among 300,000; AID 2100; recombinant GAA, glycogen substrate, Amplex Red glucose oxidase fluorescence; Potency, µM (series often up to 76.4 µM), for the others: top-dose activity change, negative = inhibition, usual class: inhibitors; P10253;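 also: 0% = full enzyme reaction and -100% = no-enzyme basal signal; the screen sought inhibitors and activators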
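Natural-substrate format: glycogen cleavage by 4 nM human enzyme, glucose read by Amplex Red coupling (Ex 573, Em 610 nm). Normalized to enzyme and no-enzyme controls.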
L3MBTL1 inh – inhibitors of human L3MBTL1 | Q9Y468 | AlphaScreen L3MBTL1–H3K9me1 peptide binding | Potency, µM (titrated, usually from 57.1 µM), for inactives: top-dose activity, negative = inhibition, most hits filed as inhibitors | hit rate 0.66% among 230,000 | AID 485360; also: nearly all actives have a fitted effect of over 60% in size
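L3MBTL1 (50 nM) pre-complexed 30 min with biotinylated H3(1-15)K9me1 peptide (75 nM), then compounds added for 30 min at room temperature; AlphaScreen streptavidin donor/nickel chelate acceptor beads (10 ug/mL final) read after 30 min dark incubation.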
RGS12 GoLoco inh – inhibitors of human Gai1-RGS12 GoLoco interaction (red fluorophore) | P63096 | Potency, µM (titrated, usually from 61.6 µM), for the others: at the top dose activity, negative = inhibition, actives largely listed as inhibitors | Gai1:RGS12 GoLoco peptide FP, rhodamine, 10 min | hit rate 0.44% among 230,000; active = well fitted inhibition curve with a large enough effect, not every such curve was filed as active; inactive = no such curve, though single readings can be large or run the other way; also: nearly all actives have a fitted effect of over 30% in size; many of its hits are not listed in these tables
Target sequence (P63096 whole entry, looked up): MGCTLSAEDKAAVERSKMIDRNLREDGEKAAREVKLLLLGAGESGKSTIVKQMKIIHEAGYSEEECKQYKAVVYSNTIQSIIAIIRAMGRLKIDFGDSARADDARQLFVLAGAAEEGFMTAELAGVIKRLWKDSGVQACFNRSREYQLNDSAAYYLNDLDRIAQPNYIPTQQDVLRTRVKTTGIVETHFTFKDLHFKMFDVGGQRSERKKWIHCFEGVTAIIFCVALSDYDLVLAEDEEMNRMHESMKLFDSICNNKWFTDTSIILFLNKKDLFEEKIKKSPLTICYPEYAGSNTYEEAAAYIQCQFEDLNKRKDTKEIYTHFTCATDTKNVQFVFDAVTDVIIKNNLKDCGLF
TRb SRC2 PPI – disrupts binding of human TR beta to SRC2; Potency, µM (top dose mostly 106 µM), for inactives: at the top dose activity change, negative = inhibition, most hits filed as inhibitors; TRbeta-SRC2 peptide binding, fluorescence polarization; receptor liganded with 1 µM T3; hit rate 0.065% among 280,000; P10828; AID 1469;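 also: plate controls were bound peptide for no effect and peptide without receptor for full effect; nearly all actives have a fitted effect of over 50% in size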
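Compounds were added to 0.6 uM TRb ligand-binding domain and 20 nM Texas Red-labeled SRC2 peptide in Tris buffer containing 1 uM T3, incubated 5 hr at ambient temperature, then read by fluorescence polarization.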
Numbers without * were called inactive; i = inactive; ? = inconclusive; nt = not tested or not shown; [ ] = dose if it differs, or a comment. Unless noted, calls follow the shape of the dose curve; as a rule, active = well fitted curve in the direction sought with a large enough effect; inconclusive = small, poorly fitted or top-dose-only effect, or another doubt; inactive = no such curve, though single readings can be large; an effect the other way counts as inactive or inconclusive. Unless noted, % is scaled to controls: 0 for no effect and ±100 for the full control effect; potency is read from the fitted curve at half-maximal effect. An excerpt (hit frequency here may not be typical).

smiles	GAA glycogen mod	TexasRed fluor	L3MBTL1 inh	aGlu spleen mod	TRb SRC2 PPI	RECQ1 helicase	GAA inh	RGS12 GoLoco inh
O=C(CC1SCCNC1=O)Nc1cccc(C(F)(F)F)c1 (centres undefined)	4.1%	-1.2%	2.1%	-7.8%	-4.4%	-8.6%	1.8%	6.0%
CCC(C)(C)n1nnnc1C(c1cc2cc3c(cc2[nH]c1=O)OCO3)N1CCCCC1 (centres undefined)	1.5%	0.5%	-1.4%	-2.3%	3.9%	-8.3%	?	7.0%
CCOC(=O)Cn1nc(-c2ccccc2)c2ccccc2c1=O	-4.6%	-0.8%	nt	-4.7%	9.0%	i	?	2.7%
Cc1nc(-c2nc(CC(=O)NNC(=O)c3ccc(Cl)cc3)cs2)cs1	4.8%	-1.2%	0.4%	-3.6%	6.1%	i	nt	-4.1%
CCOc1ccc(NC(=O)CSc2nnc(C)n2CCCOC)cc1	-1.6%	1.1%	2.4%	-2.2%	-5.8%	i	7.4%	-0.1%
CC1(C)OC2CC3C4CC(F)C5=CC(=O)CC[C@@]5(C)C4C(O)C[C@@]3(C)[C@]2(C(=O)CO)O1 (some centres undefined)	nt	-1.2%	nt	1.1%	4.6%	i	nt	6.8%
COc1cc(S(=O)(=O)N(Cc2cccnc2)Cc2cccc(OC)c2OC)ccc1-n1cnnn1	1.5%	-1.5%	nt	-3.9%	3.7%	-6.9%	nt	7.0%
CC(=O)Nc1cccc(NC(=O)CSc2nc(C)c(C)c(C)c2C#N)c1	0.4%	-1.6%	5.9%[11.4 µM]	-9.7%	-10.9%	-1.4%	-1.9%	-14.4%
O=C(NNC(=O)c1ccccc1Br)c1ccc(Cl)cc1	4.1%	-2.2%	3.9%	-4.1%	-0.8%	i	0.6%	0.9%
Cc1ccc(C)c(NC(=O)CSc2c(C)n[nH]c2C)c1	-13.4%	-1.0%	-4.4%	-1.6%	4.2%	-2.5%	-3.0%	-2.7%
O=C(COc1ccccc1)Nc1cccc(-c2nc3ccccc3[nH]2)c1	-7.3%	-2.0%	?	-2.0%	6.2%	1.6%	5.6%	7.5%
Cc1onc(-c2ccccc2)c1C(=O)Nc1cccc(C#N)c1	-2.3%	-0.7%	12.5%	-10.9%	10.5%	-2.1%	-1.9%	62.7%[activator]
Cc1onc(-c2ccccc2Cl)c1C(=O)Nc1ccc(S(=O)(=O)NCC2CCCO2)cc1 (centres undefined)	2.4%	-2.2%	-7.8%	-5.2%	-2.9%	-6.0%	-11.8%	-2.9%
CCCC(=O)Nc1cccc(NC(=O)c2ccccc2Br)c1	5.9%	4.1%	6.7%	3.1%	7.7%	-6.3%	-2.2%	3.5%
c1cc(-c2nsc(-c3ccncc3)n2)ccn1	4.0%	-5.8%	nt	-6.7%	2.7%	-4.5%	nt	-12.1%
O=C(CCC(=O)OCC(=O)c1cccc([N+](=O)[O-])c1)Nc1ccccc1Cl	-3.2%	-1.9%	nt	-2.5%	7.0%	-8.1%	0.4%	8.9%
COC(=O)C1=CN(C(C)C)C=C(C(=O)OC)C1c1cc(Br)c(OC)c(OC)c1	4.9%	-4.1%	87.4%[activator]	-2.8%	-3.1%	-6.5%	2.9%	-9.2%
CCCN(CC1CC1)C(=O)CSc1ncnc2sc(C)c(C)c12	4.6%	-1.2%	nt	-3.6%	-10.9%	-13.8%	-1.0%	-12.6%
Cn1cnnc1SCC(=O)c1ccc2c(c1)OCO2	-2.5%	2.1%	nt	-0.9%	-0.8%	1.5%	-2.7%	6.2%
CCOC(=O)C1CCN(C(=O)c2ccccc2NC(=O)c2ccc(Cl)cc2)CC1	1.1%	1.4%	-7.0%	-0.2%	-2.6%	i	4.4%	8.5%
CC1CCCCN1C(=O)Cn1nnc(-c2cccnc2)n1 (centres undefined)	-2.2%	5.9%	8.9%	2.2%	-5.2%	i	1.7%	17.6%
Cc1cc(C(F)F)n2nc(C(=O)Nc3sc4c(c3C#N)CCC(C)C4)nc2n1 (centres undefined)	-1.8%	0.1%	5.7%	0.4%	-4.2%	-8.3%	-6.1%	10.9%
CC1CC(C)CN(C(=O)c2ccc(N3CC4CC(C3)c3cccc(=O)n3C4)c([N+](=O)[O-])c2)C1 (centres undefined)	-4.3%	-0.1%	-1.9%	-19.9%	-5.5%	-0.2%	2.9%	-3.5%
Cc1nc2c(C(=O)N3CCCCC3)cnn2c(C)c1Cc1ccccc1F	11.2%	-1.2%	8.6%	0.3%	-14.9%	i	-20.0%	-5.7%
CCOc1ccc(C(=O)Nc2cc(S(=O)(=O)Nc3ccccc3Cl)ccc2N2CCOCC2)cc1	-7.0%	-2.2%	6.3%	-5.0%	-0.7%	i	3.5%	15.9%
Cc1cc2nn(-c3ccccc3)nc2cc1NC(=O)c1cccs1	-11.5%	-2.5%	10.7%	-10.0%	0.6%	i	?	-4.9%
COc1ccc2c(c1)[nH]c(=O)c1sc3ccccc3c12	7.1%	0.9%	2.0%	7.0%	-22.1%	-7.0%	10.3%	6.3%
CCN(CC)S(=O)(=O)c1cccc(C(=O)N[C@H](C(=O)Nc2nc3ccc(F)cc3s2)C(C)C)c1	12.2%	-7.8%	-1.6%	-9.2%	2.8%	-8.2%	-8.8%	241.1%[activator]
CCOC(=O)CSc1[nH]c2cc(OC)ccc2c1[N+](=O)[O-]	7.8%	0.3%[53 µM]	-6.0%	-0.6%	13.8%[53 µM]	11.1%	11.5%	-7.1%
CC(=O)C1=NOC(CNc2ncc(C(F)(F)F)cc2Cl)C1 (centres undefined)	6.8%	-2.9%	4.0%	-3.6%	3.0%	-4.8%	2.5%	2.7%

Rewritten with two lines to a compound: part of the list above.
Under each structure – GAA glycogen mod, TexasRed fluor, L3MBTL1 inh, aGlu spleen mod, TRb SRC2 PPI, RECQ1 helicase, GAA inh, RGS12 GoLoco inh
> Cc1cc(C(F)F)n2nc(C(=O)Nc3sc4c(c3C#N)CCC(C)C4)nc2n1 (centres undefined)
 : -1.8%, 0.1%, 5.7%, 0.4%, -4.2%, -8.3%, -6.1%, 10.9%
> CC1CC(C)CN(C(=O)c2ccc(N3CC4CC(C3)c3cccc(=O)n3C4)c([N+](=O)[O-])c2)C1 (centres undefined)
 : -4.3%, -0.1%, -1.9%, -19.9%, -5.5%, -0.2%, 2.9%, -3.5%
> CCN(CC)S(=O)(=O)c1cccc(C(=O)N[C@H](C(=O)Nc2nc3ccc(F)cc3s2)C(C)C)c1
 : 12.2%, -7.8%, -1.6%, -9.2%, 2.8%, -8.2%, -8.8%, 241.1%[activator]
> CC1CCCCN1C(=O)Cn1nnc(-c2cccnc2)n1 (centres undefined)
 : -2.2%, 5.9%, 8.9%, 2.2%, -5.2%, i, 1.7%, 17.6%

Going on with the list.
smiles	GAA glycogen mod	TexasRed fluor	L3MBTL1 inh	aGlu spleen mod	TRb SRC2 PPI	RECQ1 helicase	GAA inh	RGS12 GoLoco inh
O=C(/C=C/C(=O)N1CCc2ccccc2C1)N1CCc2ccccc2C1	3.7%	-4.0%	nt	-7.8%	2.1%	-2.3%	nt	1.5%
O=C1CC(C(=O)Nc2cccc(Cl)c2)n2ncnc2N1 (centres undefined)	1.8%	-8.0%	-15.9%	-1.0%	8.4%	-0.7%	5.3%	11.3%
CCn1c(CCNC(=O)c2cccs2)nnc1SCC(=O)Nc1ccc(Cl)cc1	3.8%	0.7%	6.4%	-0.5%	1.9%	0.7%	?	5.3%
O=C(NCCc1nnc2ccc(NCC3CCCO3)nn12)c1ccccc1 (centres undefined)	4.4%	-3.7%	18.5%	nt	1.6%	-3.0%	-1.6%	12.9%
CCOC(=O)c1ccc(N2C(=O)CC(C(=O)OC)=C2C)cc1	?	1.0%	-16.9%[11.4 µM]	-17.4%	-15.1%	i	-8.5%	5.0%
CC(C)c1cccc(C(C)C)c1NC(=S)Nc1cccc(Cl)c1	0.7%	-0.4%	-1.3%	2.2%	-4.2%	-6.1%	3.5%[15.4 µM]	-2.7%
O=C(Nc1cccc2ccccc12)C1CCN(C(=O)Cc2ccccc2)CC1	-7.6%	2.4%	-1.1%	-1.5%	-12.4%	-13.2%	-3.0%	2.7%
CC(=O)SC1CC2=CC(=O)CC[C@]2(C)C2CC[C@@]3(C)[C@@H](CC[C@@]34CCC(=O)O4)C12 (some centres undefined)	nt	-0.6%	nt	-13.1%	5.4%	-8.1%	nt	13.3%
COCC(=O)n1nc(-c2ccc(C)cc2)nc1NCc1ccc(F)cc1	-5.2%	-6.3%	3.6%	0.8%	-1.7%	i	-9.7%	0.5%
COc1cc(CN2CCN(C(C)C)C(CCO)C2)ccc1OCc1ccccc1 (centres undefined)	9.9%	1.4%	4.0%	1.6%	-4.6%	2.4%	-4.4%	13.1%
Cc1cccc(N=C2NC(=O)/C(=C/c3cccnc3)S2)c1	3.7%	-5.9%	nt	-5.4%	-4.8%	-7.6%	nt	44.5%[activator]
Cc1ccc(NC(=O)CSc2nnc3ccccn23)cc1	5.9%	1.2%	-0.8%	3.0%	-12.4%	i	6.3%	-2.3%
CCCCCCCCC	nt	-1.2%	nt	-1.8%	-4.4%	-4.6%	nt	-3.0%
CCOc1ccc(C(=O)NC(=S)Nc2ccccn2)cc1[N+](=O)[O-]	-2.3%	0.1%	-7.0%	1.8%	-1.3%	-1.0%	-6.8%[15.4 µM]	21.9%
COCC(C)N=Cc1c(O)[nH]c2ccccc12 (centres undefined)	-2.6%	-1.3%	4.0%[11.4 µM]	-7.4%	-5.5%	4.6%	-9.4%	8.0%
O=C(c1ccc(Cl)c(S(=O)(=O)N2CCOCC2)c1)N1CCCCC1	-0.1%	-1.1%	-6.4%	-5.9%	-4.1%	18.5%	-2.3%	8.7%
Cc1ccc(OCCC(=O)OCC(=O)N2c3ccccc3CC2C)cc1 (centres undefined)	1.4%	-0.7%	nt	-3.5%	-8.9%	-6.1%	-8.2%	1.2%
O=C1OCCN1C(=O)[C@H]1[C@H](c2ccccc2)C(c2cccc(Cl)c2)=NN1c1ccccc1	nt	-5.7%	79.7%[activator]	13.3%	0.8%	-11.4%	nt	-1.9%
